# IMP-1 inh = blocks Pseudomonas aeruginosa IMP-1 metallo-beta-lactamase; purified IMP-1, nitrocefin hydrolysis, epi-absorbance fluorescence; inhibition, % at 5.6 µM; actives 0.45% (n = 290,000);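 active means inhibition above the mean plus 3 SD of all compounds in the same screening run, cut at about 4.5% in these data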;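 further: 0% = IMP-1 with DMSO and 100% = DMSO wells lacking enzyme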
#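 System: Purified IMP-1 | Read-out basis: Percent enzyme inhibition | Controls: IMP-1 with DMSO as 0%, enzyme-free DMSO as 100% | Replicates: One well per compound | Doses: 5.6 µM nominal single concentration | Detection: Epi-absorbance fluorescence, 480 nm excitation, 530 nm emission | Incubation: 25 °C, 15 min preincubation, 25 min reaction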
# M18AAP inhibitor = PfM18AAP enzyme inhibition | recombinant PfM18AAP, H-Glu-NHMec fluorogenic cleavage | AID 1822 | actives 1.2% (n = 290,000) | inhibition, % at 7.35 µM;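 active means inhibition above the campaign mean inhibition over all tested compounds plus 3 SD, cut at about 28% in these data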;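 further: 0% = plate median of test compound wells and 100% = 2 mM ZnCl2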
# VIM-2 inhibitor = blocks Pseudomonas aeruginosa VIM-2 metallo-beta-lactamase; purified VIM-2, nitrocefin hydrolysis, epi-absorbance fluorescence; inhibition, % at 5.6 µM; actives 0.89% (n = 290,000);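 active means inhibition above the mean of all tested compounds plus 3 SD, cutoff set per screening run, cut at about 7.5% in these data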;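 further: red hydrolysis product quenches plate fluorescence so inhibitors raise well fluorescence; 0% = enzyme with DMSO and 100% = DMSO without enzyme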
# IDE cell activ = activators of human insulin-degrading enzyme in cells; P14735; HEK cells, FAbeta-B cleavage, fluorescence polarization; 0% vehicle, 100% cell-free pure enzyme wells; activation, % at 5.96 µM; actives 0.073% (n = 340,000);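 active means activation above the mean of all tested compounds plus 3 SD, set per screening campaign, cut at about 17% in these data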
# IDE inh = inhibits human insulin-degrading enzyme in HEK cells; P14735; FAbetaB cleavage, fluorescence polarization; inhibition, % at 5.59 µM; actives 0.41% (n = 320,000); AID 434962;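 active means percent inhibition above the average of all tested compounds plus 3 SD, set per screening campaign, cut at about 16% in these data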;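 further: IDE supplied by intact live HEK cells; FP after avidin binding of uncleaved biotin substrate so inhibition keeps polarization high; 0% = DMSO wells and 100% = 60 µM reference IDE inhibitor Ii1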
# PHOSPHO1 inh = PHOSPHO1 (human) inhibition; Q8TCT1; inhibition, % at 13.3 µM; recombinant PHOSPHO1, absorbance phosphatase assay; actives 1.1% (n = 290,000); in the data active means inhibition above about 60%
# Target sequence (Q8TCT1 whole entry, looked up): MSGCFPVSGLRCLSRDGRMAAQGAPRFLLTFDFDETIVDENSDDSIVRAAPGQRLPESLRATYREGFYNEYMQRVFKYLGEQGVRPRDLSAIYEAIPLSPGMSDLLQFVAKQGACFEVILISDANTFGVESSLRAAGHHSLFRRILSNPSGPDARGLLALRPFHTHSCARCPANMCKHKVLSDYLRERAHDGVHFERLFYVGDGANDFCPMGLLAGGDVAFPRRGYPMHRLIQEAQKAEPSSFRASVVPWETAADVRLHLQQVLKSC
# NALP1 yeast inh = NALP1 inhibition | actives 0.61% (n = 280,000) | S. cerevisiae NALP1/ASC/caspase-1 growth, X-gal OD620, 72 h | inhibition, % at 10 µM; in the data active means inhibition mostly above about 24%, no sharp cut-off; inactive means mostly below about 32%; further: some compounds called inactive have numbers as strong as hits
# pCIP destab = compounds decreasing mouse p/CIP protein stability; Q05BA5; F442A p/CIP-EGFP cells, EGFP fluorescence, 16 h; decrease of EGFP signal, % at 10 µM; actives 0.01% (n = 290,000);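 active means EGFP signal decrease of at least 30% at 10 µM or well 3 SD below plate mean, unless failing retest; inactive means the rest, including hits failing retest or dose response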; further: some compounds called inactive have numbers as strong as hits; many of its hits are not listed in these tables
# GPR7 antagonist = antagonists of human GPR7 (neuropeptides B/W receptor 1); P48145; GPR7-expressing cells, fluorescence antagonist assay; inhibition, % at 4.4 µM; actives 1.1% (n = 290,000); in the data active means inhibition above about 16%, passing the limit was not always enough;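 further: cells stimulated with the agonist NPW; 0% = agonist with vehicle and 100% = vehicle without agonist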
# Target sequence (P48145 whole entry, looked up): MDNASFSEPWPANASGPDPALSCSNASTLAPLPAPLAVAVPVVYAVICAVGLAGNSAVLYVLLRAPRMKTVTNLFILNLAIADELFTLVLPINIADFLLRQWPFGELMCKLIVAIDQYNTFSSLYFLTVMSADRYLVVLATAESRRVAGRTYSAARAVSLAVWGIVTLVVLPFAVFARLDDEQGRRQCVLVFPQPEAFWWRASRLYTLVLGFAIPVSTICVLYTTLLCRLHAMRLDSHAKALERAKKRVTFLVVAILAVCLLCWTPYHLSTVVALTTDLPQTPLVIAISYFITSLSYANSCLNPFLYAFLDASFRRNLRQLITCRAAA
# An asterisk follows results filed as active; . = no result given.
# Order of results: IMP-1 inh | M18AAP inhibitor | VIM-2 inhibitor | IDE cell activ | IDE inh | PHOSPHO1 inh | NALP1 yeast inh | pCIP destab | GPR7 antagonist
Cc1ccc(-c2noc(C3CCCN(C(=O)C4CCCCC4)C3)n2)o1 (stereo not drawn)
  1.1 | -4.2 | -2.6 | 5.8 | 1.7 | 8.6 | 10.6 | -4.7 | 1.3
N#CCCn1nc(-c2ccccc2)cc1Nc1ccccc1NC(=O)c1cccs1
  -3.8 | -2.8 | -0.5 | -1.3 | 1.3 | 10.7 | 23.9 | 3.3 | 14.8
CC(C)c1ccc(N=Cc2c(O)c3ccccc3oc2=O)cc1
  -3.3 | -2.0 | -2.2 | 5.6 | 0.0 | . | . | -7.8 | -22.9
COC(=O)C1=C(C)N(c2ccc(F)c(Cl)c2)C(=O)C1
  -3.1 | -4.6 | -0.1 | 6.6 | -0.3 | 3.7 | -14.7 | 4.8 | 6.5
CCOC(=O)N1CCN(C(=O)c2ccc(OC(C)=O)cc2)CC1
  -1.9 | 0.0 | -4.4 | 3.0 | 1.6 | 4.1 | -1.4 | 11.9 | -2.5
Cc1ccccc1NC(=O)c1ccc2c(c1)N(C)CCS2
  -0.4 | -1.9 | -1.8 | -0.3 | 2.2 | 33.4 | 9.4 | -10.4 | 2.3
CC1=NN(c2ccc(C)cc2C)C(=O)C1C(c1cccc(O)c1)C1C(=O)N(c2ccc(C)cc2C)N=C1C (stereo not drawn)
  -4.4 | 8.3 | -2.5 | 0.0 | 2.8 | -5.8 | 46.7 | -1.7 | -6.0
COc1cc(NC(=O)c2ccccc2Cl)ccc1NC(=O)c1cccs1
  -2.8 | 2.1 | -5.5 | 4.6 | -1.4 | 20.5 | 1.2 | 12.3 | -6.0
Cn1c(N)c(C(=O)c2ccc(Oc3ccccc3)cc2)c(=O)n(C)c1=O
  -2.8 | -2.2 | -1.4 | 6.4 | 2.3 | 23.4 | 4.5 | 4.8 | -1.1
CCn1cc(C2=NOC(C(=O)Nc3cc(OC)c(Cl)cc3OC)C2)c(C)n1 (stereo not drawn)
  -2.3 | -1.9 | -4.1 | -3.6 | 2.0 | 27.6 | 32.9* | -3.9 | -6.9
Cc1oncc1C(=S)Nc1ccccc1
  -2.7 | -0.1 | -1.1 | 0.8 | 1.2 | 51.3 | -1.0 | 4.6 | -19.4
Cc1nc(NC(=O)C2CC2)sc1C(=O)N1CCCCC1
  -6.7 | -7.4 | -3.9 | -0.1 | 0.2 | -6.1 | -17.4 | -6.7 | -16.7
CCCn1c(SCC(=O)N2c3ccccc3Sc3ccccc32)nc2c1c(=O)n(C)c(=O)n2C
  -2.2 | 3.8 | -2.3 | -1.7 | -3.4 | -43.5 | 11.7 | -2.0 | 4.5
CCN(CC)C(=O)c1scc2c1OCCO2
  -4.5 | 7.7 | -0.9 | 4.2 | 3.9 | 11.4 | 16.0 | -5.4 | -0.1
CCCC(=O)Nc1ccc(C(=O)NN=C(C2CC2)C2CC2)cc1
  -4.0 | -1.2 | -3.6 | -0.9 | 2.3 | 16.5 | 16.1 | -5.4 | -6.5
O=C(NCCn1cc(SCc2ccccc2F)c2ccccc21)c1c(F)cccc1F
  -2.7 | -7.4 | -0.8 | 1.2 | 3.1 | -20.9 | 18.9 | -0.4 | 13.4
COc1ccc(/C=N/NC(=O)C(=O)NCc2cccnc2)cc1OC
  -0.9 | -8.1 | 0.0 | 1.3 | -2.6 | 13.6 | 1.5 | 3.7 | -3.2
COc1ccc(NC(=O)c2cccc(S(=O)(=O)N3CCCCCC3)c2)cc1
  -3.3 | 9.4 | -2.9 | 0.8 | 2.4 | 3.6 | 2.4 | -18.5 | -5.3
COc1ccc(OC)c(C(c2nnnn2C2CCCC2)N2CCc3ccccc3C2)c1 (stereo not drawn)
  -3.0 | -2.3 | -0.2 | 5.9 | 2.6 | -3.7 | 21.7 | -12.5 | 14.0
COC(=O)c1ccc(CSc2nnnn2-c2ccc(C)cc2C)o1
  -3.7 | 3.0 | -4.9 | 2.3 | -0.1 | 25.3 | 5.5 | 1.9 | -10.1
Cc1cccn2c(=O)c(/C=C(\C#N)C(=O)NC3CCS(=O)(=O)C3)c(N3CCC(C(N)=O)CC3)nc12 (stereo not drawn)
  -1.4 | -8.3 | -0.7 | -0.7 | 0.3 | 6.0 | -4.0 | -9.3 | -3.0
COc1ccc(NS(=O)(=O)c2cccc(C(=O)N/N=C/c3ccc(O)cc3)c2)cc1
  -0.8 | 4.4 | -3.3 | 0.1 | 1.4 | 27.1 | 1.2 | 3.6 | -14.1
CNS(=O)(=O)c1cnccc1N1CCN(C)CC1
  1.2 | -18.1 | -1.4 | 3.0 | 0.9 | -3.4 | 20.5 | -6.8 | -15.7
C=CCn1c(=O)c2ccccc2n2c(SCC(N)=O)nnc12
  -1.1 | -4.9 | 6.3 | 5.3 | -3.7 | 34.3 | 17.2 | 5.7 | -3.0
COc1ccc(-c2nnc(SCC(=O)N3c4ccccc4Sc4ccccc43)o2)cc1
  -3.5 | 7.6 | -3.0 | 3.0 | 6.0 | -5.8 | 4.1 | 4.6 | -6.3
COCc1cc(C)n(CC(=O)Nc2ccc(N3CCOCC3)c(Cl)c2)c(=O)c1C#N
  -4.8 | 0.7 | 0.1 | 5.3 | 0.1 | 35.0 | -22.1 | -10.5 | -7.6
Cc1ccc(NC(=S)N(CCCN2CCOCC2)Cc2ccco2)cc1C
  -1.7 | 4.3 | -1.9 | 6.9 | 0.3 | 47.7 | 2.1 | -4.5 | -7.9
COc1ccc([N+](=O)[O-])cc1NC(=O)COC(=O)C1CC1
  -3.8 | -12.8 | -3.2 | 5.7 | -2.0 | 36.7 | 14.9 | 6.1 | 0.2
COCCNC(=O)CC(NS(=O)(=O)c1ccc(NC(C)=O)cc1)C(C)C (stereo not drawn)
  -2.0 | 2.5 | -3.7 | 4.4 | -12.7 | -6.8 | 9.3 | -4.9 | -0.6
COCCN1CCC(CNCc2cn[nH]c2-c2ccc(C)c(C)c2)C1 (stereo not drawn)
  -3.9 | -5.3 | -1.7 | -1.0 | 4.2 | 18.3 | 1.2 | -8.4 | 2.6

# Further results:
SMILES	IMP-1 inh	M18AAP inhibitor	VIM-2 inhibitor	IDE cell activ	IDE inh	PHOSPHO1 inh	NALP1 yeast inh	pCIP destab	GPR7 antagonist
COc1cc(C(=O)N2CCN(c3ccc(C)cc3C)CC2)cc(OC)c1OC	-3.3	5.6	-2.5	1.5	5.3	-6.2	19.4	2.3	-1.3
COc1ccc(-c2cc(C(=O)Nc3cccnc3)c3ccccc3n2)cc1OC	-2.2	6.1	-2.9	0.3	-3.0	23.3	-1.0	2.4	-12.4
CC(C)(C)N1CC(c2nc3ccccc3n2Cc2ccccc2)CC1=O (stereo not drawn)	-3.3	9.3	0.3	5.1	1.7	30.1	-4.2	-0.2	-2.0
Cc1ncc(CN2CCN(Cc3ccccc3)C(CCO)C2)s1 (stereo not drawn)	-1.9	0.5	-2.2	1.3	7.4	18.3	4.9	-7.2	-15.1
Cc1ccc(C)c(C(=O)NCc2ccncc2)c1	-5.4	4.7	-2.0	-2.0	-2.3	21.5	16.2	3.4	-7.6
Cc1ccn2cc(CC(=O)O)nc2c1	-2.3	-4.0	-2.5	4.1	2.3	52.5	1.2	1.4	-7.8
Nc1cc(N)nc(SCc2cc(=O)oc3cc4c(cc23)CCC4)n1	-0.7	1.7	1.5	-3.1	-3.3	10.9	9.2	0.0	-8.2
CC(=O)c1cccc(NC(=O)C(OC(=O)c2ccccc2NS(=O)(=O)c2cccs2)c2ccccc2)c1 (stereo not drawn)	-0.1	-4.9	-0.8	8.1	-3.9	10.8	25.2	-0.4	1.2
CN(C)S(=O)(=O)N1CCCC(C(=O)c2ccc(-c3ccccc3)cc2)C1 (stereo not drawn)	-1.3	-16.0	1.3	-5.1	2.9	42.9	8.1	-4.1	7.6
O=C(Nc1ccccc1Cl)c1cccc(NC(=O)C2C3CC4OC(=O)C2C4C3)c1 (stereo not drawn)	-1.3	3.1	-3.5	6.3	5.8	4.1	8.2	-11.3	-5.5
CC12CCC(c3nnc(SCC(=O)Nc4cccc5ccccc45)nc31)C2(C)C (stereo not drawn)	-2.9	2.4	-5.8	-1.3	-2.8	36.0	-5.8	-11.8	2.4
CC(Nc1nc(N2CCNCC2)nc2ccccc12)c1ccccc1 (stereo not drawn)	-2.8	-13.2	0.0	4.7	-5.8	0.1	12.3	-3.3	-3.1
CN1C(=O)NC2C1N(S(C)(=O)=O)CCN2S(C)(=O)=O (stereo not drawn)	-2.0	3.9	-0.8	5.7	0.0	-13.5	-18.2	-4.2	4.0
CCOc1cc(C2C(C(=O)c3ccc(C)cc3)=C(C(=O)OC)Nc3nnnn32)ccc1O (stereo not drawn)	-3.3	56.9*	0.0	5.1	-0.4	17.9	5.8	8.1	-24.8
CCCN(Cc1ccccc1)C(=S)Nc1ccc(SC(F)F)cc1	-4.6	0.5	-2.6	3.7	.	4.4	-16.6	6.0	-6.4
COc1cccc(C(C(=O)NC2CCCCC2)N(C(=O)c2csnn2)C2CC2)c1 (stereo not drawn)	-1.1	-1.0	-5.8	-3.4	-1.7	47.4	1.7	-8.4	2.4
CC(=O)c1sc2nc(SCC(=O)NCCc3ccccc3)[nH]c(=O)c2c1C	-0.8	5.6	-2.0	-2.0	1.5	-10.1	8.1	-9.0	-16.6
Cc1cc2nnc(SCC(=O)N3CCN(c4ccccc4)CC3)n2c(N)n1	-2.6	-3.1	-2.8	-2.7	0.5	40.7	-6.9	2.4	-17.3
C=CCC(=O)NC(C)c1cnn(-c2ccccc2C)c1C (stereo not drawn)	-4.0	3.3	-4.1	-0.7	-0.6	31.2	5.6	-3.4	-3.1
O=C(C1CCCC1)N1CCCC(Nc2ccccc2)C1 (stereo not drawn)	0.6	2.4	-1.3	8.2	2.8	18.5	3.0	-0.4	7.4
CCC(C)[C@H](NC(=O)NCCCc1ccccc1)C(=O)OC (stereo partly drawn)	-4.3	-0.6	-2.0	1.5	2.9	6.7	4.3	0.5	-0.4
Fc1ccc(CNCC2CCCO2)cc1 (stereo not drawn)	-3.9	4.3	-1.2	4.6	.	29.1	-79.2	7.8	7.7
CC(=O)N1CCN=C1SCc1cccc(F)c1	-0.5	-14.3	1.1	6.0	-4.3	32.9	27.4	1.3	-3.2
COC(=O)Nc1ccc(S(=O)(=O)Nc2ccccc2F)cc1	-2.6	0.5	-2.1	6.8	0.7	3.8	0.5	2.3	19.7
S=c1nc(-c2ccccc2)n(CCCN2CCOCC2)c2c1CCCC2	-3.6	-0.5	-3.7	0.6	2.2	45.2	-12.1	-9.2	-0.6

# 3 of these compounds, reformatted:
IMP-1 inh | M18AAP inhibitor | VIM-2 inhibitor | IDE cell activ | IDE inh | PHOSPHO1 inh | NALP1 yeast inh | pCIP destab | GPR7 antagonist | Compound
-3.8 | -12.8 | -3.2 | 5.7 | -2.0 | 36.7 | 14.9 | 6.1 | 0.2 | COc1ccc([N+](=O)[O-])cc1NC(=O)COC(=O)C1CC1
-2.0 | 2.5 | -3.7 | 4.4 | -12.7 | -6.8 | 9.3 | -4.9 | -0.6 | COCCNC(=O)CC(NS(=O)(=O)c1ccc(NC(C)=O)cc1)C(C)C (stereo not drawn)
-3.9 | -5.3 | -1.7 | -1.0 | 4.2 | 18.3 | 1.2 | -8.4 | 2.6 | COCCN1CCC(CNCc2cn[nH]c2-c2ccc(C)c(C)c2)C1 (stereo not drawn)

# Compounds as they come, and some 5.3% of all compounds hit somewhere here.
